FUS yeast rescue = FUS proteinopathy suppression in yeast. Potency, µM (series often up to 76.6 µM), for inactives: at the top dose growth rescue (activation), hits mostly activators. S. cerevisiae FUS-expressing, growth rescue, OD600, 24 h. 0.24% of 390,000 active;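 also: potency is read from the fitted curve at half-maximal effect; plate controls were DMSO vehicle for no effect and reference control for full effect; nearly all actives have a fitted effect of over 55% in size; some results filed as inactive show a strong effect at the top dose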
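Absorbance at 600 nm, taken 24hr after compound addition, measured rescue of FUS-yeast growth at 30C. Induction used 2% galactose with seeding at OD 0.005. Controls: CP55940 from 92uM final, DMSO only.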
MmCpn inh = inhibitors of Methanococcus maripaludis chaperonin (MmCpn); Potency, µM (doses to about 76.9 µM), for the others: top-dose activity, negative = inhibition, actives largely listed as inhibitors; AID 504842; purified Mm-Cpn ATPase, ADP Transcreener TR-FRET; 0.031% of 330,000 active; also: potency is read from the fitted curve at half-maximal effect; % is scaled to controls: 0 for no effect and ±100 for the full control effect; nearly all actives have a fitted effect of over 80% in size
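TR-FRET (320 nm excitation; 590 and 665 nm emission) reports ADP made from 10 uM ATP by 25 nM enzyme; compounds were preincubated 10 min, reaction run 30 min, both at 37°C.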
GLP-1R inv ag = GLP-1 receptor (human) inverse agonism; Potency, µM (top dose mostly 38.3 µM), inactives show top-dose activity change, negative = inhibition, usual class: inhibitors; P43220; HEK293 GLP-1R CRE-luciferase, luminescence, 24 h; GLP-1R form is constitutively active; AID 624417; 1.6% of 410,000 active; also: potency is read from the fitted curve at half-maximal effect; % is scaled to controls: 0 for no effect and ±100 for the full control effect; nearly all actives have a fitted effect of over 55% in size
Target sequence (P43220 whole entry, looked up): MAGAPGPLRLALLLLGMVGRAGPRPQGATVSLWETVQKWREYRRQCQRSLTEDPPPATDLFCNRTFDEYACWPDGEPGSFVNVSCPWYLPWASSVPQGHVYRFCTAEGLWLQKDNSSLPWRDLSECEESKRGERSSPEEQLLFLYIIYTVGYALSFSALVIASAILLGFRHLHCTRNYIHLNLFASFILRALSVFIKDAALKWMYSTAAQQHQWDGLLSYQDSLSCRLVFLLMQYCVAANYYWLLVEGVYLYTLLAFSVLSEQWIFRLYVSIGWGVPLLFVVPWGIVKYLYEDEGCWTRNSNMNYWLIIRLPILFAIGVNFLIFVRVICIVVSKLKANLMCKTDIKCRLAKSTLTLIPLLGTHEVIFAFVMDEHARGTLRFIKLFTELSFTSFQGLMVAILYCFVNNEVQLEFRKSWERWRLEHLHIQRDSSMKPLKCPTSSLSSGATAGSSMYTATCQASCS
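Inverse agonism was detected as reduced cAMP-driven luciferase luminescence after 24 h compound treatment. The cells were HEK293 clones expressing constitutively active human GLP-1R with the reporter. Reporter-only and GPR119 cell lines served as counterscreen controls.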
TDP43 rescue = TDP-43 toxicity inhibition in yeast | TDP-43 expressing yeast growth rescue, BacTiter-Glo, 24 h | Potency, µM (titrated, usually from 46.1 µM), without a hit: at the highest dose growth rescue (activation), actives largely listed as activators | 1.8% of 410,000 active | AID 652104; also: potency is read from the fitted curve at half-maximal effect; % of control where 0% means no effect; nearly all actives have a fitted effect of over 50% in size
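Growth rescue of TDP-43-toxic yeast measured as ATP luminescence (BacTiter-Glo). Cells grown to mid-log in raffinose, induced in galactose at OD600=0.02, exposed to compound 24 hr at 30 deg C.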
Akt phos inh = inhibitors of Akt phosphorylation | Neuro2A IGF-stimulated pAkt S473 HTRF, 20 min; active compounds read low | activity change, % for hits at 50 µM | 0.32% of 360,000 active | AID 651550; in the data active = activity change below about -80%; inconclusive = mostly about -51% to -80%; also: % is scaled to controls: 0 for no effect and ±100 for the full control effect
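Single-point screen (50 µM final compound) in Neuro2A cells stimulated 20 min with 6 nM IGF at 37 deg C. After lysis, Ser473-phosphorylated Akt read by HTRF (ex 330 nm, em 615/665 nm) as the 665/615 ratio.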
Abeta yeast res = compounds reversing amyloid beta toxicity in yeast | yeast expressing A-beta42, growth rescue, OD600, 48 h; response scale: 0% DMSO, 100% iron-clioquinol control | Potency, µM (titrated, usually from 46.1 µM), for the others: top-dose growth rescue, usual class: activators | 0.063% of 410,000 active; also: potency is read from the fitted curve at half-maximal effect; nearly all actives have a fitted effect of over 55% in size
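Yeast A-beta toxicity model in growth medium with pinned compounds, 48 h at 30 C; growth read as absorbance at 600 nm. Normalized to FeCl3/clioquinol equimolar mix (positive) and DMSO (negative).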
aSyn rescue = rescues yeast growth from alpha-synuclein toxicity; Yeast expressing alpha-synuclein, growth rescue, BacTiter-Glo, 24 h; Potency, µM (highest dose often 46.1 µM), for inactives: at the highest dose growth rescue (activation), most hits filed as activators; 0.14% of 370,000 active; also: potency is read from the fitted curve at half-maximal effect; % of control where 0% means no effect; nearly all actives have a fitted effect of over 65% in size
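Screening used galactose-induced yeast with toxic alpha-synuclein levels, exposed to compound for 24 hr at 30 deg C. Cell growth, read with BacTiter-Glo luminescence, gave the measured signal.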
PTHR1 ag = PTHR1 (human) receptor agonism; Q03431; HEK293 GP2 PTHR1 cells, GloSensor cAMP luminescence, 1 h; AID 743266; 0.075% of 410,000 active; Potency, µM (titrated, usually from 115 µM), for inactives: top-dose activation, most hits filed as activators; also: potency is read from the fitted curve at half-maximal effect; nearly all actives have a fitted effect of over 55% in size; some results filed as inactive show a strong effect at the top dose; inactives centre near -15; many of its hits are not listed in these tables
Target sequence (Q03431 whole entry, looked up): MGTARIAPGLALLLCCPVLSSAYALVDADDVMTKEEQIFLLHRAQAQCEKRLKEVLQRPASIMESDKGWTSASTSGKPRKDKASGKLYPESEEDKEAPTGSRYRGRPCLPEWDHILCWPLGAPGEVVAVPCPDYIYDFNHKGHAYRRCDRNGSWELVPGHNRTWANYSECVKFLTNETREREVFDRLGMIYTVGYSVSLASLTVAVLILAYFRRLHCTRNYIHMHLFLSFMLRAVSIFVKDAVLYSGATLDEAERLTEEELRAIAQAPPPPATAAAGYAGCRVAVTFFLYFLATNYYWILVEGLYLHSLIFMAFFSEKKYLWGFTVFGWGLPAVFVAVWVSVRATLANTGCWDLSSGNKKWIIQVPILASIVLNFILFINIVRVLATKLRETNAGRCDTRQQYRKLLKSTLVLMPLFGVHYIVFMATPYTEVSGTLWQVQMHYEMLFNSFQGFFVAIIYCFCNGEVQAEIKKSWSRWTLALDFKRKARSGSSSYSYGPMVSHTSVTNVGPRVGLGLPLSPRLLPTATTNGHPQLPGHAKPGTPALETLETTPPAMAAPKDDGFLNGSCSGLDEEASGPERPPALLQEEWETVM
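HEK-293-derived GP2 cells expressing PTHR1 and a GloSensor cAMP reporter, 3,000/well, plated overnight, given luciferin plus IBMX (each 0.5 mM as added) for 1 h at 37 °C, then compound for 1 h at 37 °C. Luminescence was read after 15 min at room temperature.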
GLP1R cytotox = cytotoxic in the GLP-1 receptor inverse agonist counter-screen; HEK293 cAMP-luciferase reporter cells, luminescence, 24 h; Potency, µM (top dose mostly 38.3 µM), inactives show at the highest dose activity change, negative = inhibition, actives largely listed as inhibitors; 0.13% of 410,000 active; AID 624418;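 also: loss of luciferase light is scored as toxicity; potency is read from the fitted curve at half-maximal effect; % is scaled to controls: 0 for no effect and ±100 for the full control effect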
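Step one: seed cells (200 cells/uL, DMEM with 10% Nu serum, 1% pen-strep). Step two: 12-hour incubation at 37 deg C. Step three: pin 23 nL compound, incubate 24 hr. Step four: add luciferase reagent, read luminescence 12 min later.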
* = called active by the depositor; i = inactive; ? = inconclusive; nt = no result given; & = joins results of further samples; [ ] = dose if it differs, or a comment. Unless noted, calls follow the shape of the dose curve; as a rule, active = well fitted curve in the direction sought with a large enough effect; inconclusive = small, poorly fitted or top-dose-only effect, or another doubt; inactive = no such curve, though single readings can be large; an effect the other way counts as inactive or inconclusive. This is a subset, so the mix of outcomes need not match the whole.

Below each SMILES: FUS yeast rescue | MmCpn inh | GLP-1R inv ag | TDP43 rescue | Akt phos inh | Abeta yeast res | aSyn rescue | PTHR1 ag | GLP1R cytotox
[1] NC(=O)C1CCCN(C(=O)c2ccc3c(c2)NC(=O)CS3)C1 (stereo not given)
→ -4% | 1% | -19% | 21% | i | 1% | 7% | i | 1%
[2] CC(C(=O)NC1CC(C)(C)NC(C)(C)C1)c1ccc([N+](=O)[O-])cc1 (stereo not given)
→ 6% | -1% | 1% | 3% | i | -23% | -11% | i | 22%
[3] CC(=O)N1CCc2cc(NC(=O)C3(C)CCN3Cc3ccccc3Cl)ccc21 (stereo not given)
→ -4% | nt | ? | 27% | i | 3% | 2% | -7% | -4%
[4] CCCCCn1c(SCC2CCCO2)nc2cc(C(=O)N3CCC(C(N)=O)CC3)ccc2c1=O (stereo not given)
→ ? | 0% | 0% | -13% | nt | -1% | 1% | -11%[57.5 µM] | 0%
[5] Cc1cc(=O)n2c(ccc3ccccc32)c1C#N
→ -18% | -4% | 18% | -2% | nt | 7% | 2% | i | 24%
[6] Cc1cc(C)cc(N(C(=O)Cn2nnc(-c3ccccc3)n2)C(C(=O)NC2CCCCC2)c2ccccn2)c1 (stereo not given)
→ -25% | 1% | -2% | 18% | i | 15% | 5% | -25% | -3%
[7] COc1ccc(-n2c(=O)[nH]c3cc(C(=O)NCCc4ccccc4)ccc3c2=O)cc1OC
→ 18%&-14% | 0% | ? | ? | i | 0%&-1% | 0% | -15% | -5%&3%
[8] Brc1ccccc1/C=N/Nc1ccc2ccccc2n1
→ -1% | -2% | ? | 12% | i | -17% | -25% | -20% | ?
[9] Cc1ccc(S(=O)(=O)NCC(c2cccnc2)N2CCc3ccccc32)cc1 (stereo not given)
→ 22% | 0% | ? | 13% | i | nt | 3% | -25% | -20%
[10] Cc1cccnc1NC(=O)CNC(=O)C12CC3CC(CC(Cl)(C3)C1)C2
→ -3% | 0% | 11% | -21% | i | -10% | -6% | -16% | -1%
[11] Cc1cc(C)cc(Cn2cc(CN3CC(N4CCCC4)CS3(=O)=O)nn2)c1 (stereo not given)
→ -18% | nt | 10% | 5% | i | -12% | 5% | -9% | -1%
[12] Cn1c2ccccc2c2ncn(Cc3ccco3)c(=O)c21
→ 19% | 0% | -2% | 13% | i | 9% | 12% | -10%[57.5 µM] | 5%
[13] COc1ccc(C)cc1Nc1nc(N)c2ccccc2n1
→ -8% | -1% | ? | -17% | i | -14% | -3% | i | -10%
[14] Cn1c(=O)[nH]c(=O)c2[nH]c(CN3CCN(Cc4ccccc4)CC3)nc21
→ -12% | 1% | 13% | 4% | i | -21% | -4% | i | 2%
[15] CC(O)[C@H]1CNC(=O)C(=O)N1CC1CCCCC1 (stereo not given in full)
→ 3% | -3% | 3% | 7% | i | -22% | -1% | i | 2%
[16] COc1cc([N+](=O)[O-])cc2sc(NC(=O)C3CC3)nc12
→ -22% | -1% | 4% | 8% | i | 8% | 1% | 0% | -12%
[17] Cn1cnc2c(=O)oc3ccc(S(=O)(=O)Nc4ccc(F)cc4)cc3c21
→ -6% | nt | 6% | -5% | nt | -12% | nt | -22% | -6%
[18] C[C@H]1CN([C@@H](C)CO)C(=O)c2cc(C#Cc3cccnc3)cnc2O[C@H]1CN(C)Cc1ccc(F)cc1
→ 1% | nt | 36%[activator] | -11% | i | -4% | -3% | -12% | 4%
[19] C[C@@H](NC(=O)c1nc[nH]c1C(=O)N1CCN(c2ccccc2)CC1)c1ccccc1
→ 14% | 1% | 0% | 12% | i | -7% | 0% | i | 12%
[20] COc1ccc(OC)c(/C=N/NC(=O)c2ccc3nc[nH]c3c2)c1
→ 0% | -3% | -22% | -6% | i | 5% | 11% | i | -7%
[21] COc1cc(/C=N/NC(=O)CC2(C)OCCCO2)ccc1OCc1ccccc1
→ nt | -1% | 9% | 4% | i | 4% | 19% | 0% | 2%
[22] CCNc1nc(C)c(CN(C(C)=O)c2ccccc2)nc1C#N
→ 20% | 1% | 2% | -5% | i | 3% | -1% | i | 49%[activator]
[23] Cc1cc(C)c(S(=O)(=O)Cc2ccccc2)c(Cl)n1
→ 17% | ? | 0% | ? | i | -4% | 14% | i | 8%
[24] COCCCN(C(=O)Cn1ncc2c(=O)oc3ccc(C)cc3c21)C(C)c1ccncc1 (stereo not given)
→ -9% | 0% | 14% | -4% | i | -1% | -2% | i | 1%
[25] Cc1cc2c(cc1NS(=O)(=O)c1ccc(NC(=O)CC(C)C)cc1)n(C)c(=O)c(=O)n2C
→ 21% | nt | -16% | 18% | nt | -12% | nt | -1% | -4%
[26] O=C(Nc1ccc2c(c1)CN(C(=O)Nc1ccc(F)cc1)CC2)c1ccccn1
→ 0% | nt | ? | ? | i | -3% | -9% | -55%[inhibitor] | -24%
[27] O=C(Nc1ccc(F)c(Cl)c1)c1cc(C2CCCCN2C(=O)CCCc2ccccc2)on1 (stereo not given)
→ 21% | nt | ? | 15% | i | -10% | 1% | -6% | -8%
[28] Cc1csc(SCc2nnc(-c3ccc(Cl)cc3)o2)n1
→ 1% | 1% | 1% | ? | i | -2% | 11% | -11%[57.5 µM] | -7%
[29] N#Cc1cc(-c2ccccc2)oc1NC(=O)c1ccco1
→ -4% | -2% | 1% | 0% | i | 3% | -2% | -2%[57.5 µM] | -24%
[30] COC(=O)c1cc2oc3ccccc3c2n1CC(=O)N1CCCc2ccccc21
→ 39% | -2% | 4% | 17% | i | 15% | 1% | 7%[57.5 µM] | 15%

Continued, starting with the last four of the part before.
Below each SMILES: FUS yeast rescue | MmCpn inh | GLP-1R inv ag | TDP43 rescue | Akt phos inh | Abeta yeast res | aSyn rescue | PTHR1 ag | GLP1R cytotox
[27] O=C(Nc1ccc(F)c(Cl)c1)c1cc(C2CCCCN2C(=O)CCCc2ccccc2)on1 (stereo not given)
→ 21% | nt | ? | 15% | i | -10% | 1% | -6% | -8%
[28] Cc1csc(SCc2nnc(-c3ccc(Cl)cc3)o2)n1
→ 1% | 1% | 1% | ? | i | -2% | 11% | -11%[57.5 µM] | -7%
[29] N#Cc1cc(-c2ccccc2)oc1NC(=O)c1ccco1
→ -4% | -2% | 1% | 0% | i | 3% | -2% | -2%[57.5 µM] | -24%
[30] COC(=O)c1cc2oc3ccccc3c2n1CC(=O)N1CCCc2ccccc21
→ 39% | -2% | 4% | 17% | i | 15% | 1% | 7%[57.5 µM] | 15%
[31] CCOC(=O)c1ccc(Nc2cc3ccccc3c(=O)[nH]2)cc1
→ -14% | nt | -1% | ? | i | -3% | 0% | -5% | 0%
[32] CCN1C(=O)c2cccc3c(S(=O)(=O)N(C)C)ccc1c23
→ -10% | nt | 92%[activator] | 15% | i | 2% | 1% | -19% | 430%[activator]
[33] Cc1ccccc1CN1CCN(c2nc3ccccc3s2)CC1
→ -28% | 0% | -6% | 1% | i | -16% | -3% | -26% | -2%
[34] CC(C)C(=O)NC(=S)Nc1ccccc1N1CCN(C(=O)c2ccccc2)CC1
→ -6% | -1% | 9% | 3% | i | -1% | 0% | -2% | 3%
[35] COC(=O)CCNC(=O)c1nn(Cc2ccccc2)c(=O)c2ccccc12
→ -13% | -7% | 8% | ? | i | -6% | -6% | i | 7%
[36] Cc1ccc(C(=O)c2cc3c(cc2[N+](=O)[O-])OCCO3)cc1
→ 4% | 5% | 6%[0.307 µM] | 13µM* | i | 0% | -7% | -17% | 9%[0.307 µM]
[37] COC(=O)c1ccccc1NC(=O)c1cc(C)no1
→ -34% | -1% | 17% | -6% | i | -3% | -2% | -6% | 4%
[38] CCOc1cc(CNCCc2ccc(S(N)(=O)=O)cc2)cc(Cl)c1OCc1ccccc1
→ 38% | 0% | 0% | -21% | i | -20% | -2% | -31%[inhibitor] | ?
[39] CCn1nnnc1SCC(=O)NC1CCCC1
→ 19% | -1% | 9% | -10% | i | -4% | -3% | -11%[57.5 µM] | 1%
[40] COC(=O)[C@]12CCCCC=C1N(Cc1ccccc1)C(=O)[C@H](CC(=O)NCC1CCCCC1)C2
→ ? | nt | ? | 0% | i | 11% | 13% | i | 6%

A second format for some results above:
13. COc1ccc(C)cc1Nc1nc(N)c2ccccc2n1
14. Cn1c(=O)[nH]c(=O)c2[nH]c(CN3CCN(Cc4ccccc4)CC3)nc21

screen / no. | 13 | 14
FUS yeast rescue | -8% | -12%
MmCpn inh | -1% | 1%
GLP-1R inv ag | ? | 13%
TDP43 rescue | -17% | 4%
Akt phos inh | i | i
Abeta yeast res | -14% | -21%
aSyn rescue | -3% | -4%
PTHR1 ag | i | i
GLP1R cytotox | -10% | 2%

Going on with the list:
Below each SMILES: FUS yeast rescue | MmCpn inh | GLP-1R inv ag | TDP43 rescue | Akt phos inh | Abeta yeast res | aSyn rescue | PTHR1 ag | GLP1R cytotox
[41] COc1ccc(-c2nc3c(c(SC)n2)Cc2c(CO)cnc(C)c2O3)cc1
→ -21% | nt | 8% | 17% | nt | -10% | nt | -6% | 7%
[42] NC(=O)C1=C[C@H](c2coc3ccccc3c2=O)C[C@H](OCc2ccc(CO)cc2)O1
→ -17% | nt | 26% | 10% | i | -23% | -1% | i | 1%
[43] Cc1cc(C)cc(N(CC(=O)NC2CCCC2)S(=O)(=O)c2c(C)[nH]c(=O)[nH]c2=O)c1
→ -13% | 2% | 5% | 4% | i | 3% | 3% | -33% | -3%
[44] CCN(CC)C(=O)CN1C(=O)C2(OCC(C)(c3ccccc3)CO2)c2ccccc21 (stereo not given)
→ 2% | -7% | ? | ? | i | -63%[inhibitor] | -2% | i | -14%
